High-throughput results as filed in PubChem BioAssay.
EP2 modulator = EP2 receptor (human) modulation | induction, % at 25 µM | 0.83% of 260,000 active | EP2-expressing cells, cAMP HTRF FRET, PGE2 co-stimulation | AID 940;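 active means compounds whose cAMP rise, as percent of the full-agonist control response, exceeds 60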;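 further: rat C6 glioma line stably carrying human EP2 under a CMV promoter; the protocol text gives 20 µM as final concentration; 100% = response of wells given 1 µM PGE2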
Target sequence (P43116 whole entry, looked up): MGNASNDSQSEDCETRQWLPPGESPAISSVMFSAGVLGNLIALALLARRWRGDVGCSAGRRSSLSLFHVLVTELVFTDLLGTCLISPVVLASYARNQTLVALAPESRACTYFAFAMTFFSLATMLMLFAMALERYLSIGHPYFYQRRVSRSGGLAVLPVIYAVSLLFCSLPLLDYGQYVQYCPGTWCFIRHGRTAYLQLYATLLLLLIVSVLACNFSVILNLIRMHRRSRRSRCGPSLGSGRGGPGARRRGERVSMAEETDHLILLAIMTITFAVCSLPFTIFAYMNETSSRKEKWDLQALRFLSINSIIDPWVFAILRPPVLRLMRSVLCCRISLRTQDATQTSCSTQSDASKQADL
Active calls of the source: *.

EP2 modulator,SMILES
-35,CCOC(=O)c1ccc(COC(=O)CCc2nc3ccccc3[nH]c2=O)cc1
23,COc1ccc(OC)c(C(=O)CSc2nnc(-c3ccc(C)cc3)o2)c1
-9,CCN1/C(=C/c2ccc3cc(OC)ccc3[n+]2CC)Sc2cc(NC(C)=O)ccc21
57,CC(C)n1c(C(=O)OC(C(=O)NCc2ccccc2)c2cccnc2)cc2sccc21 (stereo unspecified)
-36,Cc1ccc(NC(=O)CSc2nnc(-c3cccs3)n2C)cc1C
16,Cc1nn(CCC(=O)Nc2cccc(C(=O)N3CCCCC3)c2)c(C)c1C
-9,Cc1sc2nc(C3CC3)n3c(=O)n(Cc4cccnc4)nc3c2c1C
-96,Cc1ccc2cc3c(N)c(C(=O)N4CCCCCC4)sc3nc2c1C
-21,CCOC(=O)c1sc(NC(=O)CSc2nc3ccc(OC)cc3cc2C#N)nc1C
-4,CS(=O)(=O)c1cncnc1C1CCCN(C(=O)C2(c3ccccc3)CC2)C1 (stereo unspecified)

Continued; it opens with the 5 that closed the last part.
EP2 modulator,SMILES
16,Cc1nn(CCC(=O)Nc2cccc(C(=O)N3CCCCC3)c2)c(C)c1C
-9,Cc1sc2nc(C3CC3)n3c(=O)n(Cc4cccnc4)nc3c2c1C
-96,Cc1ccc2cc3c(N)c(C(=O)N4CCCCCC4)sc3nc2c1C
-21,CCOC(=O)c1sc(NC(=O)CSc2nc3ccc(OC)cc3cc2C#N)nc1C
-4,CS(=O)(=O)c1cncnc1C1CCCN(C(=O)C2(c3ccccc3)CC2)C1 (stereo unspecified)
-35,Cc1cccc(-n2c(SCC(=O)OC(C)C)nnc2-c2cccnc2)c1C
-11,COc1ccccc1NC(=O)N(CCCO)Cc1cc2c(C)cc(C)cc2[nH]c1=O
-8,Cc1cc(NC(=O)CCC(=O)N(CC(=O)NC2CCCC2)c2cccc(F)c2)no1
-27,Cc1cc2c(s1)c1cnn(C)c(=O)c1n2Cc1ccc(F)cc1
-8,O=C(Nc1nc(=O)c2cccnc2s1)c1ccccc1
-39,COc1ccc(CNC(=O)Cn2nc(C)n3c(cc4ccsc43)c2=O)cc1
-29,O=C(COc1ccc(Cl)cc1Cl)OCCN1CCOCC1
-24,COc1ccccc1NC(=O)N(Cc1ccccc1)Cc1cc2cc3c(cc2[nH]c1=O)OCCO3
-47,COc1ccc(NC(=O)CN2CCN(c3ccc(OC)cc3)CC2)cc1
8,CC(NCCCN(C)C)C(=O)NCc1ccco1 (stereo unspecified)
-13,CC1CCc2c(sc3ncn(C4CCN(C(=O)c5ccncc5)CC4)c(=O)c23)C1 (stereo unspecified)
-52,Cc1ccc(-c2cc(N)c(=O)n(CC(=O)NC(C)(C)C)n2)o1
-25,CC(=O)c1cccc(S(=O)(=O)N(Cc2cc3cc4c(cc3[nH]c2=O)OCO4)C2CCCC2)c1
5,CN(C)S(=O)(=O)c1ccc2c(c1)oc(=O)n2C
-43,CCN(CC)C(=O)CSc1nnc(-c2ccc(OC)c(OC)c2)o1
-54,CSc1ccccc1NC(=O)CSc1nc(-c2ccco2)cc(C(F)(F)F)n1
-1,CCOc1ccccc1N(CC(=O)N1CCCC1)S(=O)(=O)c1ccc(SC)cc1
21,Cc1ccc2c(c1)-c1cc(C)nn1C(c1ccccc1F)N2 (stereo unspecified)
-5,CCCn1c(SCC(=O)Nc2nc(C)cs2)nnc1-c1ccncc1
42,CCOc1ccc(OCC)c(NC(=O)CSc2nc(C)nc3sc(C)c(C)c23)c1
-55,CC(O)c1nc2cc3ccccc3cc2[nH]1 (stereo unspecified)
-102,COc1ccc2nc3sc(C(=O)N4CCN(c5ccccc5)CC4)c(N)c3cc2c1
-103,CC(C)(C)NC(=O)C(c1cccnc1)N(Cc1ccccc1)C(=O)c1csnn1 (stereo unspecified)
12,CCN(CC)C(=O)Cn1nc2c3ccccc3nc(C3CC3)n2c1=O
7,Cc1cc(O)c(C=O)c(O)c1C(=O)O
-4,Cc1ccc(-n2c(SCC(=O)NC3CCCC3)nnc2-c2ccncc2)cc1
-3,CC(C)(C)NC(=O)CN1C(=O)[C@@H]2CCCN2C(=O)c2ccccc21
-17,CCOc1ccc(-n2nnnc2SCC(=O)Nc2ccc(C(C)=O)cc2)cc1
-18,CCc1ccc(OCc2nnc(SCC(=O)N3C(C)CCCC3C)n2C)cc1 (stereo unspecified)
21,O=C(Cn1nc(-c2ccc3c(c2)OCCO3)ccc1=O)Nc1ccc(C(=O)NC2CC2)cc1

A draw from above in order of heavy-atom count, descending.
EP2 modulator,SMILES
-4,CS(=O)(=O)c1cncnc1C1CCCN(C(=O)C2(c3ccccc3)CC2)C1 (stereo unspecified)
-27,Cc1cc2c(s1)c1cnn(C)c(=O)c1n2Cc1ccc(F)cc1
-29,O=C(COc1ccc(Cl)cc1Cl)OCCN1CCOCC1

Additional structures:
EP2 modulator,SMILES
-69,COc1cc(NS(=O)(=O)c2ccc(NC(=S)NC(=O)c3cccnc3)cc2)ncn1
-29,CC1(C)CC(=O)C2=C(C1)Nc1cc3c(cc1C2c1ccc(Cl)cc1)OCO3 (stereo unspecified)
-50,Cc1cc(-c2cc(N)c(=O)n(CC(=O)NC3CCC(C)CC3)n2)c(C)o1 (stereo unspecified)
59,CCc1cc(C(=O)c2ccc(Br)cc2)c(N)s1
-7,C=CCn1c2cc(C)sc2c2cnn(CC(=O)NC3CCCCC3C)c(=O)c21 (stereo unspecified)
-48,CC(C(=O)NCC1CCCCC1)n1nc(-c2cccs2)cc(N)c1=O (stereo unspecified)
4,O=S(=O)(c1ccccc1C(F)(F)F)N1CCCC(c2nc(-c3cccs3)no2)C1 (stereo unspecified)
4,CCn1c(SCC(=O)N2CCCC(C)C2)nnc1-c1ccc(S(=O)(=O)N2CCCC2)cc1 (stereo unspecified)
-85,COc1ccccc1C1(O)CCCN(CC(O)c2ccc(Cl)cc2)C1 (stereo unspecified)
-67,Cc1ccc(C2=Nn3c([n+](C)c4ccccc43)SC2)cc1
15,CC(C)(S)[C@H](N)C(=O)O
-42,Cc1ccc(-c2nn3c(C)nnc3s2)cc1NC(=O)c1cc2ccccc2o1
-35,COc1cccc(CN(Cc2ccccn2)C2CC(C)(C)NC(C)(C)C2)c1OC
-3,CC(=O)c1ccc(NC(=O)C(C)Sc2n[nH]c(-c3cccnc3)n2)cc1 (stereo unspecified)
-40,Cc1cc2c(cc3c(=O)n(CC(=O)NC4CCCCC4)nc(C)n32)o1
-26,CN(C)C[C@@H](O)c1ccc(Cl)c2ccccc12
-13,C=CCOC(=O)CN1CCC2(CC1)NC(=O)c1ccccc1O2
-5,C[N+]1(C)CCc2cc(O)c(O)cc2[C@H]1Cc1ccc(O)c(O)c1
-4,O=C(/C=C/c1ccco1)N/C(=C\c1ccc2c(c1)OCO2)C(=O)N1CCCCCC1
-49,CCc1ccc(NC(=O)CSc2nnc(-c3cccs3)n2C)cc1

Rewritten as tab-separated lines: part of the list above
SMILES	EP2 modulator
Cc1cc2c(cc3c(=O)n(CC(=O)NC4CCCCC4)nc(C)n32)o1	-40
CN(C)C[C@@H](O)c1ccc(Cl)c2ccccc12	-26
C=CCOC(=O)CN1CCC2(CC1)NC(=O)c1ccccc1O2	-13
C[N+]1(C)CCc2cc(O)c(O)cc2[C@H]1Cc1ccc(O)c(O)c1	-5
O=C(/C=C/c1ccco1)N/C(=C\c1ccc2c(c1)OCO2)C(=O)N1CCCCCC1	-4
CCc1ccc(NC(=O)CSc2nnc(-c3cccs3)n2C)cc1	-49

(more compounds)
EP2 modulator,SMILES
-3,COc1ccc(CCN(Cc2nc3ccccc3c(=O)[nH]2)C(=O)C2CCC2)cc1
45,CC1CCC(N(C(=O)c2csnn2)C(C(=O)NC2CCCC2)c2ccccc2)CC1 (stereo unspecified)
-83,COc1ccccc1CNCc1c[nH]c2ccccc12
10,COc1ccccc1-c1nnc(SCC(=O)OC2CCCCC2)n1C
-47,CC1CCc2c(C(=O)Nc3ccccc3F)csc2C1 (stereo unspecified)
34,CC1(C)CC[C@]2(C(=O)O)CC[C@]3(C)C(=CCC4[C@@]5(C)CC[C@H](O)C(C)(C)C5[C@H](O)C[C@]43C)C2C1 (stereo partly specified)
-11,C=CCN1C(=O)C2C(C(=O)NC3CCCCC3C)C3(C)C=CC2(O3)C1C(=O)NC1CCCCC1 (stereo unspecified)
-18,CC(C)C(=O)c1cn(CC(=O)NCc2cccs2)c2ccccc12
3,CCN(C(=O)c1cccc(OC)c1OC)c1nnc(-c2ccc(C)cc2)s1
-45,Cc1ccc2nc3sc(C(=O)O)c(N)c3cc2c1
-30,Cc1nc(SCC(=O)Nc2ccc(N(C)C)cc2)n[nH]1
-9,Cc1ccc(S(=O)(=O)N(Cc2cccs2)Cc2cc3ccc(C)cc3[nH]c2=O)cc1
36,COc1cc(C2Nc3c(ccc4ccccc34)C3C=CCC32)cc(OC)c1OC (stereo unspecified)
-61,Cc1cccc(NC(=O)Cn2cc(C(=O)C(C)C)c3ccccc32)c1C
-46,COc1ccc(CNc2cccc(C)n2)c(O)c1
-8,COc1ccc(N=Cc2c(O)n(-c3ccccc3)c(=O)[nH]c2=O)cc1
-87,CCc1cccc(CC)c1NC(=O)CN1CCC(c2nc3ccccc3s2)CC1
-6,CN(C)CCCN(Cc1ccco1)Cc1cn[nH]c1-c1ccccc1
43,COc1ccc(CN(Cc2cc3cccc(C)c3[nH]c2=O)Cc2nnnn2C(C)(C)C)cc1
-10,COc1ccc(NC(=O)CCN2CC(C)CC(C)C2)c(OC)c1 (stereo unspecified)
-32,CCc1nc(-c2ccc(-c3ccc(Cl)cc3)nc2OC)no1
-45,N=C1C(c2nc3ccccc3s2)=C(O)CN1c1ccc(Cl)cc1
8,COc1ccc(C2CC(c3ccc(NS(C)(=O)=O)cc3)=NN2C(C)=O)cc1OC (stereo unspecified)
-5,COC(=O)c1sc2ncn(CC(=O)NC3CCCCC3)c(=O)c2c1C
-15,O=C(CN1CCC(n2nnc3cc(C(F)(F)F)ccc32)CC1)Nc1cccc(F)c1
24,Cc1sc2nc(CN(Cc3ccccc3)C(=O)C3CCC3)[nH]c(=O)c2c1C
-2,O=C(Cn1nc(-c2cccs2)n(-c2ccncc2)c1=O)N1CCCC1
-24,CCN1c2ncccc2C(=O)NC12CCN(C(=O)Cc1n[nH]c(=O)c3ccccc13)CC2
17,CCOC(=O)C1C(c2cccc3ccccc23)NC(=S)NC1(O)C(F)(F)F (stereo unspecified)
-21,Cc1ccc(Cl)cc1NC(=O)c1nc2ncccn2n1
-71,COc1ccc(OC)c(-c2cn3c(-c4ccccn4)c(-c4ccccn4)nnc3n2)c1
-3,COc1ccccc1CC(C(=O)Nc1cccc2ccccc12)c1nn[nH]n1 (stereo unspecified)
-29,CCOc1ccccc1NC(=O)C1CC(=O)N(c2ccc(OC)cc2)C1 (stereo unspecified)
-5,C=CCn1c(C)[n+](C)c2cc(Cl)c(Cl)cc21
13,COc1cccc(N(CC(=O)N2CCN(c3ccccc3F)CC2)S(C)(=O)=O)c1
-16,CCCC(=O)Nc1cc(C)c(NC(=O)C(C)(C)C)cn1
10,CCOCCCNC(=O)Cn1nc(C)n2c(cc3sc(C)cc32)c1=O
-2,CCOC(=O)Cc1csc(NC(=O)CSc2nc3c(C)c(C)ccc3cc2C#N)n1
-79,COc1ccc(NC(=O)CSc2nc(-c3ccc(OC)c(OC)c3)cc(C(F)(F)F)n2)c(C)c1
-10,O=C(Nc1ccc(F)cc1)N(Cc1cc2cc3c(cc2[nH]c1=O)OCCO3)CC1CCCO1 (stereo unspecified)

Random excerpt: 2 records from the list, in no set order.
EP2 modulator,SMILES
10,CCOCCCNC(=O)Cn1nc(C)n2c(cc3sc(C)cc32)c1=O
13,COc1cccc(N(CC(=O)N2CCN(c3ccccc3F)CC2)S(C)(=O)=O)c1

The list goes on:
EP2 modulator,SMILES
1,COCCn1c(=O)n(CC(=O)NCc2ccc(F)cc2)c2cccnc21
15,Cc1cc2cc(CN(CCO)S(=O)(=O)c3ccc(Cl)cc3)c(=O)[nH]c2cc1C
-24,C[C@@]12C[C@H](O)[C@@H]3[C@H](CCC4=CC(=O)CC[C@]43C)[C@H]1CC[C@H]2c1csc(N)n1
-15,COc1ccc(C(c2nnnn2C2CCCC2)N2CCN(c3ccccc3)CC2)cc1OC (stereo unspecified)
-51,O=c1[nH]c(N2CCCCC2)nc2c1CCN(Cc1ccc(F)c(F)c1)C2
38,Cc1cccc2cc(C#N)c(SCC(=O)Nc3ccccc3Cl)nc12
7,CC(C)(C)n1nnnc1C(c1cccs1)N(Cc1ccccc1)Cc1cccs1 (stereo unspecified)
-32,CC(C)N(C(=O)N1CCC(Cn2nc(-c3ccc(F)cc3)ccc2=O)CC1)C(C)C
-18,CCc1nn(CC(=O)N(C(C)C)C(C)C)c(=O)c2cc3sc(C)cc3n12
51,C/C(Cl)=C/Cn1c(NC2CCCCC2)nc2c1c(=O)n(C)c(=O)n2C
3,CCOc1ccc(C(=O)O)o1
28,O=C(O)COc1c(Cl)cc(Cl)c2cccnc12
-33,Cc1cc(C)c(NC(=O)CSc2nc(C3CC3)nc3sc(C)c(C)c23)c(C)c1
-38,Cc1nn2c(NCCCO)c3c(nc2c1-c1ccc(F)cc1)CCC3
-103,CC[n+]1c(/C=C2/Sc3ccc(OC)cc3N2C)ccc2cc(OC)ccc21
-58,CC(=NC#N)c1c(C(F)(F)F)[nH]n(-c2nc3ccccc3s2)c1=O
-19,Cc1cc(C(F)F)n2nc(C(=O)Nc3cccc4ccccc34)nc2n1
-34,Cc1ccc(C)c2[nH]c(=O)c(CN(Cc3ccco3)C(=S)Nc3ccccc3)cc12
-17,CCC(c1nnnn1C(C)(C)CC)N(CCO)Cc1cc2ccc(C)cc2[nH]c1=O (stereo unspecified)
38,CCC(C)c1ccc(NC(=O)C2CCN(c3nc(C)cc(C)n3)CC2)cc1 (stereo unspecified)
-14,COc1ccc(OC)c(CN2CCN(Cc3cc(OC)ccc3OC)CC2)c1
-6,O=C1CCC(C2CCC3(CC2)OCCO3)CC1
3,Cc1ccc(N2C(=O)/C(=C3/Sc4ccccc4N3C)SC2=S)cc1

This is a subset. The share of hits here may be higher or lower than overall.
